# STAT1 inh: STAT1 signaling inhibition; NIH 3T3 STAT1-luciferase reporter, IFN-gamma, luminescence; inhibition, % at 5.5 µM; hit rate 0.35% among 200,000;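 active means inhibition above a set limit, the mean inhibition across all tested compounds plus 3 SD, cut at about 34% in these data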;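 further: 0% = IFN-gamma with DMSO and 100% = IFN-gamma with 300 µM nifuroxazide; values of inactives mirror those of a sister screen read the other way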
# S1P3 antag: antagonists of human S1P3 receptor; Q99500; CHO S1P3 NFAT-BLA reporter, FRET fluorescence, antagonist mode; inhibition, % at 4.98 µM; hit rate 0.27% among 170,000;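 active means inhibition above the plate cutoff, the mean inhibition of test wells on that plate plus 3 SD, cut at about 28% in these data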;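 further: cells challenged with S1P at its EC80 of 0.8 µM; blue over green emission ratio from cleaved BLA substrate after 4 h stimulation; 0% = S1P-stimulated wells and 100% = unstimulated DMSO-only wells; some compounds past the cut are filed as inactive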
# STAT3 activator: increases IL-6 driven STAT3 reporter signal; U3A cells, IL-6 STAT3-luciferase reporter, luminescence; 100% = signal with IL-6 EC80 alone; activation (% of control), % at 5.6 µM; hit rate 0.91% among 190,000;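 active means activation above the screen-wide mean of compound activation plus 3 SD, cut at about 130% in these data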;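 further: 0% = background luminescence of wells with medium and substrate only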
#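 Assay system – human STAT1-deficient U3A cells with stable STAT3-luciferase reporter · Also added – IL-6 (33 ng/mL) · Schedule – compound 1 h, then IL-6 6 h at 37 °C · Technique – reporter luminescence signal · Evaluation – % activation versus median of IL-6-stimulated wells · Benchmarks – IL-6-only wells as 100% reference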
# ROMK mod: human ROMK K+ channel modulation, primary screen; P48048; AID 1918; B-score at 10 µM; Tet-inducible ROMK, thallium flux fluorescence; actives lie on both sides; hit rate 2% among 130,000;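 active means signal ratio slope over the read window, or its plate-corrected B-score, at least 3 SD from the plate mean, either direction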;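 further: B-score of the F/F0 ratio slope over 7 to 12 s after thallium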
# PPARg SRC2 recr: promotes SRC-2 coactivator recruitment by human PPARgamma. P37231. PPARgamma LBD-SRC-2 recruitment, biochemical. activation, % at 8 µM. hit rate 0.34% among 200,000. AID 1032; in the data active means activation above about 22%;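 further: 0% = vehicle and 100% = reference agonist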
# TLR4-MyD88 BLA: TLR4-MyD88 interaction inhibition in cells; HeLa CL3-4 TLR4/MyD88 BLA complementation, FRET ratio; inhibition, % at 8.4 µM; hit rate 0.18% among 200,000; O00206+Q99836; in the data active means inhibition above about 25%;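 further: 0% = vehicle and 100% = reference inhibitor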
# Target sequence (O00206 whole entry, looked up): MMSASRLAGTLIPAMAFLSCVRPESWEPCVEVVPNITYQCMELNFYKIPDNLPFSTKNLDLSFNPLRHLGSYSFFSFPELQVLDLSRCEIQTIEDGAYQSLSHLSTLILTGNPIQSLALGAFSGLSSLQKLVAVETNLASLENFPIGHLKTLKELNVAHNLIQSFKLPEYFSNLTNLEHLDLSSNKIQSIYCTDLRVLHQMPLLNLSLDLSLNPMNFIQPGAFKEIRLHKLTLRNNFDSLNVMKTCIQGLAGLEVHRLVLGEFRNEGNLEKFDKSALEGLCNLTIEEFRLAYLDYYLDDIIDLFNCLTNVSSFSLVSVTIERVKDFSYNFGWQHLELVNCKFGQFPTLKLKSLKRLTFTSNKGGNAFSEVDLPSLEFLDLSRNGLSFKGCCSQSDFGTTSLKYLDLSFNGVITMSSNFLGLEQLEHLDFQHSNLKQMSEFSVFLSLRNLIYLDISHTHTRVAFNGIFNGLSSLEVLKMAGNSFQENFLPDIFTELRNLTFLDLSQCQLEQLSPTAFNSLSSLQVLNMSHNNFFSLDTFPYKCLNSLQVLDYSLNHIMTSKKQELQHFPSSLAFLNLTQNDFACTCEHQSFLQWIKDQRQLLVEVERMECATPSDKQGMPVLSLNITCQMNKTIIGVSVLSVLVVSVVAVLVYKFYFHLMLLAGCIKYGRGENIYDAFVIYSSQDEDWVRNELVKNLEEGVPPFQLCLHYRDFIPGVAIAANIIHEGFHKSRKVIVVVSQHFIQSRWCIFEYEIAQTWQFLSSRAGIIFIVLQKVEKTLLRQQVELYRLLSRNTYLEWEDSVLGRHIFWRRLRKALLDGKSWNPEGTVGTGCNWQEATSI
# Target sequence (Q99836 whole entry, looked up): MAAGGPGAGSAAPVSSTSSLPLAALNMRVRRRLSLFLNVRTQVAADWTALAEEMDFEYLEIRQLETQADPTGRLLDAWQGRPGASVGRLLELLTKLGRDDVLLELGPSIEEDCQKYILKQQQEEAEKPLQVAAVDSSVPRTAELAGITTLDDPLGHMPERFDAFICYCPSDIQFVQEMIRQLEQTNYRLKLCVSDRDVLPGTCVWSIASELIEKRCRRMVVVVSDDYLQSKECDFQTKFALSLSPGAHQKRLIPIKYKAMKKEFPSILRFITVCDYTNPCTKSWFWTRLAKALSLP
# RAM network inh: yeast RAM network inhibition. S. cerevisiae dse1pr::URA3 reporter, 5-FOA growth OD615, 2 d; analog-sensitive cbk1-as2 kinase mutant strain. inhibition, % at 50 µM. hit rate 1.8% among 190,000. AID 868;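 active means inhibition above a set limit, 3 SD over mean compound inhibition, cut at about 8.4% in these data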;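 further: 0% = DMSO-only wells with no growth and 100% = 10 µM 1-NA-PP1 full growth; inhibition rescues growth on 5-FOA so higher OD means more RAM inhibition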
# PPARg SRC-1 ag: promotes SRC-1 coactivator recruitment by human PPARgamma. P37231. PPARgamma-SRC-1 coactivator recruitment biochemical assay. activation, % at 8 µM. hit rate 0.41% among 200,000. AID 631; in the data active means activation above about 19%;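 further: 0% = DMSO and 100% = reference agonist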
# STAT3 blocker: inhibitors of IL-6 induced STAT3 signaling; inhibition, % at 5.5 µM; U3A cells, IL-6 STAT3-luciferase reporter, luminescence; host cell line lacks STAT1; hit rate 0.89% among 190,000;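 active means inhibition above the mean inhibition across all screened compounds plus 3 SD, cut at about 44% in these data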;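 further: 0% = DMSO only wells and 100% = 100 µM nifuroxazide control wells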
# SRC2 TRFRET art: TR-FRET artefact, counter-screen to PPARgamma/SRC-2 agonist assay; hit rate 0.4% among 200,000; active compounds read high; TR-FRET ratio at 8 µM; AID 1049; in the data active means TR-FRET ratio above about 2000; further: inactives centre near 1500
# PPARg SRC3 recr: promotes SRC-3 coactivator recruitment by human PPARgamma. biochemical PPARgamma/SRC-3 coactivator recruitment assay. P37231. hit rate 0.26% among 200,000. activation, % at 8 µM; in the data active means activation above about 23%;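 further: 0% = DMSO and 100% = reference agonist; some compounds past the cut are filed as inactive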
# * = called active by the depositor; . = no result given.
item	compound	STAT1 inh	S1P3 antag	STAT3 activator	ROMK mod	PPARg SRC2 recr	TLR4-MyD88 BLA
1	COc1ccc(/C=C/c2cc(C(F)(F)F)[nH]c(=O)n2)cc1OC	22	7	106	-0.92	-2	12
2	CCOC(=O)c1c(C)[nH]c(C(=O)OCCOc2ccccc2C)c1C	-65	-6	118	.	7	-12
3	O=c1c2ccccc2nc(/C=C/c2cccnc2)n1Cc1ccccc1	12	6	110	-2.9	1	6
4	COc1cc(NC(=O)Cn2c(C)cc3ccccc3c2=O)cc(OC)c1OC	8	.	102	.	-7	1
5	CN1CCN(C(=O)c2cc3c(s2)-c2ccccc2S(=O)(=O)C3)CC1	0	2	105	.	-3	4
6	CN(C)S(=O)(=O)c1ccc(C(=O)Nc2nc(-c3cc4ccccc4o3)cs2)cc1	15	-1	58	0.025	3	-11
7	Cc1ccc(S(=O)(=O)CCC(=O)Nc2ccc3nc(C)sc3c2)cc1	5	-9	96	.	6	4
8	Cc1ccc(NS(=O)(=O)c2ccc(NC(=O)c3ccc(-c4ccccc4)cc3)cc2)c(C)c1	9	.	92	.	3	-2
9	CCC(CO)n1cnnc1-c1ccncc1 (configuration not stated)	-8	-19	99	0.038	11	4
10	CC(C)Cn1c(N)c(C(=O)COC(=O)c2cccc(Cl)c2)c(=O)n(C)c1=O	13	17	84	-1.5	10	14
11	CCOC(=O)CSc1[nH]c(=O)cc(C)c1C#N	2	.	102	-0.56	0	15
12	CCn1c(N2CCN(S(=O)(=O)CC)CC2)nc2ccccc21	11	-13	96	-0.29	-4	-1

item	RAM network inh	PPARg SRC-1 ag	STAT3 blocker	SRC2 TRFRET art	PPARg SRC3 recr
1	3.1	12	-3	1815	6
2	4.5	6	-14	1551	3
3	1.4	-2	-4	1502	7
4	2.8	-10	2	1522	-16
5	-0.5	15	-6	1615	7
6	3.3	9	53*	1589	4
7	-0.8	2	0	1478	5
8	.	1	13	1602	12
9	0.8	9	3	1414	2
10	2.2	1	23	1615	4
11	-0.6	1	-2	1440	0
12	1.1	2	7	1695	3

# (next part)
item	compound	STAT1 inh	S1P3 antag	STAT3 activator	ROMK mod	PPARg SRC2 recr	TLR4-MyD88 BLA
13	Cc1ccc(CSc2nnc(-c3ccco3)o2)cc1	-27	.	106	.	7	-5
14	COc1cccc(C2NC(=O)NC(C)=C2C(=O)Nc2ccccc2C)c1 (configuration not stated)	6	1	99	-0.18	0	-3
15	CCOC(=O)N1CCN(C(=O)Nc2sc3nc4n(c(=O)c3c2C)CCC(C)CC4)CC1 (configuration not stated)	-4	3	99	-0.12	2	-6
16	O=C(CSc1nnnn1-c1ccc(Cl)cc1)NC(=O)Nc1ccc2c(c1)OCCO2	-18	-10	112	.	12	4
17	CCc1cc(C(=O)N2CCCC(C(=O)c3cccc4ccccc34)C2)n(C)n1 (configuration not stated)	14	-6	74	.	-9	-18
18	COc1ccc(N2CCN(Cc3nc4c(c(=O)n(C)c(=O)n4C)n3CC(C)=O)CC2)cc1	6	.	94	.	-11	11
19	O=C(CSc1nnc(CN2CCOCC2)n1-c1ccccc1)N1CCc2ccccc21	2	11	103	.	3	7
20	CC(C)(C)c1ccc(C(=O)NCCCN2CCN(CCCNC(=O)c3ccc(C(C)(C)C)cc3)CC2)cc1	5	-1	106	-1.2	3	6
21	CS(=O)(=O)N1CCCC(C(=O)NCCCN2CCN(Cc3ccccc3)CC2)C1 (configuration not stated)	-7	-27	100	0.33	-3	-5
22	O=C(O)c1ccc(N2CCCCCC2)c(N2C(=O)c3ccccc3C2=O)c1	-1	-34	102	.	-1	-16
23	Cc1cc(C)c(S(=O)(=O)Nc2ccc(OCC(=O)O)cc2)c(C)c1	-1	-2	98	.	4	-9
24	O=C(COC(=O)c1ccccc1Br)NCCc1ccc(F)cc1	6	-22	97	-1.1	14	-2

item	RAM network inh	PPARg SRC-1 ag	STAT3 blocker	SRC2 TRFRET art	PPARg SRC3 recr
13	-0.3	-4	-6	1495	14
14	2.6	-2	4	1409	8
15	1.6	7	6	1533	5
16	3.5	5	-9	1598	-3
17	1.0	2	34	1341	-5
18	0.4	3	10	1405	6
19	0.2	1	1	1506	-5
20	3.8	5	-3	1480	1
21	1.4	7	4	1476	-1
22	3.8	3	4	1611	5
23	4.1	-5	7	1717	6
24	-0.7	3	1	1634	2

# Continuation:
item	compound	STAT1 inh	S1P3 antag	STAT3 activator	ROMK mod	PPARg SRC2 recr	TLR4-MyD88 BLA
25	COc1ccc(-n2nnnc2SCC(=O)N2CCOCC2)cc1	-3	-46	106	.	7	-8
26	Fc1ccc(OCCOCCOc2cccc3[nH]ccc23)cc1	7	19	90	-0.42	-2	-4
27	C1COCCNCCOCCOCCN1	9	.	97	.	-6	-4
28	COC(=O)c1cc(NC(=O)c2cccs2)ccc1N1CCOCC1	-8	11	108	-0.56	-3	-9
29	Cc1[nH]c(=S)[nH]c(=O)c1Cc1ccc(OCC(C)C)cc1	3	4	102	0.019	0	-6
30	Cc1ccc(NC(=O)CSc2nnc(COc3ccccc3C)o2)cc1	-4	7	105	.	-5	-2
31	Cc1ccc(C(=O)c2cc([N+](=O)[O-])ccc2N2CCOCC2)c(C)c1	-6	.	120	.	3	7
32	CC(C)NC(=O)c1ccccc1NC(=O)CN(c1ccc2c(c1)OCO2)S(C)(=O)=O	8	-7	104	.	0	-12
33	Cc1c(C(=O)Nc2ccc(Oc3ccccc3)cc2)sc2nc3n(c(=O)c12)CCC3	19	.	84	.	-5	-7
34	Cc1cccc(N(CC(=O)NC(C)C)C(=O)c2ccc(N3CCCC3)nc2)c1	-6	-1	112	0.23	1	-1
35	CCCN1C(=O)NC2(O)C(=O)c3ccccc3C12O (configuration not stated)	7	-25	107	.	3	9
36	CCOC(=O)CSC1=C(C#N)C(c2ccccc2OC)CC(=O)N1 (configuration not stated)	-6	-14	100	.	10	4

item	RAM network inh	PPARg SRC-1 ag	STAT3 blocker	SRC2 TRFRET art	PPARg SRC3 recr
25	0.6	5	-1	1535	9
26	1.3	-6	15	1439	0
27	2.0	4	8	1505	9
28	-1.1	-4	-7	1647	2
29	3.9	2	4	1476	-3
30	3.6	0	-5	1373	-3
31	1.5	3	-18	1609	0
32	-0.1	0	0	1644	8
33	1.6	1	22	1417	-5
34	0.2	-5	-7	1462	1
35	1.1	1	-3	1564	8
36	0.0	1	5	1706	0

# Further compounds:
item	compound	STAT1 inh	S1P3 antag	STAT3 activator	ROMK mod	PPARg SRC2 recr	TLR4-MyD88 BLA
37	COCCNc1nnc(SCC(=O)Nc2sc3c(c2C(=O)c2ccccc2)CCCC3)s1	19	8	102	-0.72	2	2
38	O=S(=O)(c1ccc(OCC2CO2)cc1)c1ccc(OCC2CO2)cc1 (configuration not stated)	-10	-1	107	-0.018	10	5
39	O=C(COC(=O)C1CC2C=CC1C2)Nc1cccc(S(=O)(=O)N2CCCCC2)c1 (configuration not stated)	7	4	84	-0.23	10	-3
40	Cc1ccc(O)c(NC(=O)c2cc(-c3ccc(F)cc3)on2)c1	-8	-26	108	0.43	4	-2
41	NS(=O)(=O)c1ccc(NC(=O)CCCC(=O)O)cc1	0	-4	89	0.22	3	-7
42	Cc1ccc(-c2nn(-c3cc(Cl)ccc3[N+](=O)[O-])c(=O)c3ccccc23)cc1	5	.	103	.	4	-6
43	O=c1c2cn[nH]c2[nH]c(=S)n1-c1cccc2ccccc12	0	1	106	-0.056	24*	-8
44	C=CCNCCOCCOc1ccc(Cl)cc1C(C)(C)C	1	-9	103	-0.25	3	0
45	CC(C)(C)C(=O)Nc1ccc(S(=O)(=O)c2ccc(NC(=O)C(C)(C)C)cc2)cc1	1	.	99	-0.42	8	4
46	c1ccn2c(SCc3ccc4c(c3)OCCO4)nnc2c1	-15	5	106	.	-4	-3
47	Cc1ccc(-c2csc3nc(C)n(N)c(=O)c23)cc1	-4	-17	86	-1.1	10	13
48	CC1CCc2nc3ccccc3c(C(=O)OCC(=O)NC3CCS(=O)(=O)C3)c2C1 (configuration not stated)	6	5	100	0.031	2	-18

item	RAM network inh	PPARg SRC-1 ag	STAT3 blocker	SRC2 TRFRET art	PPARg SRC3 recr
37	5.4	4	1	1602	4
38	0.2	6	0	1520	6
39	1.5	4	20	1517	1
40	2.4	10	-8	1588	1
41	1.2	8	16	1488	6
42	1.9	4	1	1675	2
43	0.3	17	-3	2219*	17
44	4.3	2	-5	1543	3
45	3.0	5	2	1479	1
46	.	0	-8	1611	5
47	1.0	7	24	1614	-2
48	1.5	17	2	1730	7

# (more compounds)
item	compound	STAT1 inh	S1P3 antag	STAT3 activator	ROMK mod	PPARg SRC2 recr	TLR4-MyD88 BLA
49	CCc1ccc(OC)c(S(=O)(=O)Nc2ccccc2C)c1	6	-13	94	-0.19	0	-6
50	COc1cc(Cl)cc2c1Sc1ccccc1/C2=C/CCN(C)C	9	.	96	.	-2	-1
51	CCOC(=O)CSc1nnc(-c2ccncc2)o1	5	10	97	.	0	-5
52	COCCN(CCOC)C(=O)c1cc2c(=O)n3ccccc3nc2s1	-8	-7	114	.	4	-6
53	COc1cccc(CNS(=O)(=O)/C=C/c2ccc3c(c2)OCO3)c1	-7	.	99	.	1	-3
54	CCN(CC)S(=O)(=O)c1ccc(S(=O)(=O)N2CCN(CCC#N)CC2)cc1	9	-16	97	.	1	-1
55	CC(Sc1nc(O)c(-c2ccccc2)c(=O)[nH]1)C(=O)Nc1ccc(Cl)cc1 (configuration not stated)	-9	-8	99	0.26	6	-5
56	Cc1ccc(-c2nnc(Oc3cccc(C)c3)c3ccccc23)cc1	-1	-12	96	.	0	-4
57	Cc1ccc(C(=O)CC2(O)C(=O)N(Cc3ccc4c(c3)OCO4)c3ccccc32)cc1 (configuration not stated)	0	17	102	.	-6	2
58	O=C(CSc1nnnn1C1CCCCC1)NCc1cccs1	-1	-8	100	-2.1	2	-4

item	RAM network inh	PPARg SRC-1 ag	STAT3 blocker	SRC2 TRFRET art	PPARg SRC3 recr
49	0.4	2	11	1668	24
50	-0.4	-1	9	1564	-9
51	0.9	8	9	1531	3
52	1.8	-2	-11	1630	-2
53	0.5	-3	7	1703	16
54	-0.1	10	4	1795	2
55	6.4	13	4	1689	1
56	1.6	2	7	1339	-1
57	7.9	3	0	1625	2
58	1.4	7	7	1431	4

# Reformatted with two lines to a compound: three of the compounds above
# Second line of a record: STAT1 inh	S1P3 antag	STAT3 activator	ROMK mod	PPARg SRC2 recr	TLR4-MyD88 BLA	RAM network inh	PPARg SRC-1 ag	STAT3 blocker	SRC2 TRFRET art	PPARg SRC3 recr
(50) COc1cc(Cl)cc2c1Sc1ccccc1/C2=C/CCN(C)C
    9	.	96	.	-2	-1	-0.4	-1	9	1564	-9
(51) CCOC(=O)CSc1nnc(-c2ccncc2)o1
    5	10	97	.	0	-5	0.9	8	9	1531	3
(52) COCCN(CCOC)C(=O)c1cc2c(=O)n3ccccc3nc2s1
    -8	-7	114	.	4	-6	1.8	-2	-11	1630	-2

# Assay outcomes (PubChem)
